Mtb RmlCD inh: M. tuberculosis RmlC/RmlD inhibition; P9WH09+P9WH11; RmlC+RmlD coupled enzyme assay, percent inhibition; primary screen in compound mixtures; inhibition, % at 3.6 µM; 160,000 compounds, 0.03% hits; AID 1533; in the data active = inhibition mostly above about 34%, no sharp cut-off; note: some results filed as inactive read as strong as hits
Target sequence (P9WH09 whole entry, looked up): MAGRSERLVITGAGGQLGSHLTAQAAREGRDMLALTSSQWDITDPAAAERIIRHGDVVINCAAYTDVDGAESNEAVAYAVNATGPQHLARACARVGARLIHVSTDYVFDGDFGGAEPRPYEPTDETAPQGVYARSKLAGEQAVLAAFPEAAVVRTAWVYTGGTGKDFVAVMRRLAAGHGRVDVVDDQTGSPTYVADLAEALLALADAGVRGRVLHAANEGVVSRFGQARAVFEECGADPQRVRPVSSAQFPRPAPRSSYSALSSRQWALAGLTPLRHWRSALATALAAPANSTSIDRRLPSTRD
Target sequence (P9WH11 whole entry, looked up): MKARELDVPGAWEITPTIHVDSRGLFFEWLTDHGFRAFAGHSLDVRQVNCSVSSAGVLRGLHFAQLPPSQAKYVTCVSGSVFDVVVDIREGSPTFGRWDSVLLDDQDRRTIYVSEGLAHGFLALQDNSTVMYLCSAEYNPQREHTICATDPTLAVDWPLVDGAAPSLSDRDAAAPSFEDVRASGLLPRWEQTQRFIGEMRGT
M. tuberculosis GlmU: inhibition of mycobacterial GlmU enzyme – biochemical, glucosamine-1-phosphate acetyltransferase (AID 1376) | M. tuberculosis GlmU acetyltransferase enzyme assay; higher % means a stronger effect | inhibition, %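 (tested at 30 µM in the primary screen)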, or IC50 in µM where a hit was titrated | 220,000 compounds, 0.25% hits; in the data active = inhibition above about 13%;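 note: 0% = complete reaction with vehicle and 100% = reaction without substrate; strong numbers were not always called active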
The depositor's hits bear a star; nt = not tested or not shown. This is a subset; the hit share may differ from the screen's.

SMILES | Mtb RmlCD inh | M. tuberculosis GlmU
O=C(O)Cn1nc(-c2ccccc2)oc1=O | nt | 13%*
COCCOC(=O)c1[nH]c2c(c1C)C(=O)CC(c1ccc(F)cc1)C2 (stereo not given) | -8 | 0.7%
CCn1c(SCC(=O)NNC(=O)c2ccc(C)cc2)nnc1-c1ccncc1 | nt | 13%
CNC(=O)Nc1ccccc1NC(=O)NC | nt | -6.2%
CN1C(=O)CC(c2ccccc2)Nc2ccccc21 (stereo not given) | 2 | 0.0%
COc1cccc(-c2cc(C(F)(F)F)c(C#N)c(=O)[nH]2)c1 | 11 | -1.7%
COc1ccccc1NC(=O)C1=C(C)Nc2nc(-c3cccs3)nn2C1c1cccnc1 (stereo not given) | -29 | -2.1%
Cc1cccc(N2CCN(Cc3oc(CO)cc(=O)c3O)CC2)c1C | -9 | 2.5%
COc1cc([N+](=O)[O-])ccc1NC(=O)c1cccc(NC(=O)C(C)C)c1 | 2 | 2.0%
CCOC(=O)c1ccc(NC(=S)NNC(=O)COC)cc1 | 5 | 11%
O=C(CCc1ccccc1)NCCSc1ccccc1 | 0 | 1.8%
COc1ccc(CN2CCCCCC2)c(C)c1C | 2 | 3.5%
Cc1cc(/C=N/NC(=O)c2cccc([N+](=O)[O-])c2)c(C)n1-c1ccccc1 | nt | -3.0%
c1ccc(CSc2nnc(-c3ccco3)c(-c3ccco3)n2)cc1 | nt | 9.9%
CCCN1CCC(=O)N(CCSc2ccc(OC)cc2)CC1 | nt | 6.4%
COc1ccc(C2=NOC(C(=O)NCCCn3ccnc3)C2)cc1 (stereo not given) | 7 | -3.1%
CCC(=O)N1CCN(c2c(Cl)cccc2[N+](=O)[O-])CC1 | 7 | -1.1%
CN1CCN(c2nc(-c3ccccc3)nc(-c3ccccc3)c2C#N)CC1 | -13 | 5.4%
O=C(CSc1nnc(-c2cc3ccccc3cc2O)n1Cc1ccco1)N1CCc2ccccc2C1 | nt | 0.3%
O=C(CCCn1c(=O)[nH]c2ccc(Br)cc2c1=O)NCc1ccc(Cl)cc1 | -1 | -7.2%
O=C1Nc2ccc(Br)cc2/C1=C/C(=O)c1ccc2c(c1)OCO2 | -12 | 0.8%
CCCC(c1nnnn1CS(=O)(=O)c1ccc(C)cc1)N1CCN(c2ccccc2)CC1 (stereo not given) | nt | 0.2%
CCOC(=O)c1cc(CC)sc1NC(=O)C1CC1 | nt | 1.1%
Cc1ccccc1-n1c(=O)[nH]c(=O)c2c(N)c(C(=O)c3ccc(Cl)cc3)sc21 | -6 | -4.2%
CN(CC(=O)NCCc1ccc(Cl)cc1)S(=O)(=O)c1ccc2c(c1)c(=O)n(C)c(=O)n2C | 1 | -0.8%
COc1cc(/C=C/C(=O)O)cc(Br)c1O | nt | 1.7%
C=CCc1cccc2cc(C(=O)N(CC)CC)c(=O)oc12 | nt | 5.0%
Cc1ccc(Cl)c(OCC(=O)NN2CCN(C)CC2)c1 | nt | -1.5%
O=C(CN(Cc1ccccc1)C1=NCCS1)c1ccc(Cl)cc1 | -7 | -0.2%
CC(C)(C)C1CCC(=NNc2ccc(S(N)(=O)=O)cc2[N+](=O)[O-])CC1 (stereo not given) | 8 | -3.1%
Cc1ccc2c(=O)[nH]c(Cc3ccccc3C(=O)O)nc2c1 | -9 | -3.1%
Cc1cccc(NC(=O)c2ccc(N(C)C3CCCCC3)c([N+](=O)[O-])c2)n1 | 2 | 3.8%
O=C(CCn1c(=O)oc2ccccc21)N1CCN(c2ccccc2F)CC1 | nt | -8.4%
O=C1c2ccccc2C(=O)N1CC1CCCO1 (stereo not given) | nt | -1.0%
Cc1ccc(NC(=O)c2ccc3ccccc3n2)cc1S(=O)(=O)N1CCOCC1 | -4 | -5.5%
Cn1c(=O)c2c(nc(Sc3ncnn3CC(=O)N3CCOCC3)n2C)n(C)c1=O | 12 | 10%
OCCNC(=S)Nc1ccc2c(c1)OCCO2 | nt | -2.5%
CCN(CC)S(=O)(=O)c1ccc(Cl)c(NC(=O)COC(=O)c2ccc([N+](=O)[O-])o2)c1 | 6 | -4.5%
O=C(CCC1CCCCC1)Nc1c[nH]c(=O)[nH]c1=O | -10 | -3.0%
N#CC1=C(N)Oc2cc3c(cc2C1c1ccc(Cl)cc1)OCO3 (stereo not given) | -9 | 2.5%
CN(C)S(=O)(=O)c1cccc(C(=O)N=C2N=C3C=CC(Cl)=CN3Cc3ccccc32)c1 | -13 | 0.4%
Nc1nc(-c2ccco2)nn1C(=O)c1ccccc1 | nt | -6.8%
CCOc1ccc2nc(NC(=O)C3=NNC(=O)CC3)sc2c1 | -6 | -6.3%
CN1C(=O)C(=Cc2ccc(N3CCOCC3)c([N+](=O)[O-])c2)C(=O)N(C)C1=O | 4 | -0.4%
c1ccc(-c2noc(-c3ccc4c(c3)OCO4)n2)cc1 | -15 | 6.1%
N#Cc1nc(COc2cccc(Cl)c2)oc1NCc1ccncc1 | 8 | 3.0%
Cc1occc1-c1nnc(SCC(=O)c2ccc(Cl)cc2)n1C | nt | 1.1%
Cc1oc2c(c1C(=O)O)C(=O)c1ccccc1C2=O | -8 | 2.7%
O=C(COc1ccccc1)N/N=C/c1cc2c(cc1[N+](=O)[O-])OCO2 | -22 | -3.6%
CC1Cc2ccccc2N1C(=O)CSc1nnnn1C(C)C (stereo not given) | -8 | 1.2%
More structures.
SMILES | Mtb RmlCD inh | M. tuberculosis GlmU
CCOC(=O)C1CCN(C(=O)c2cc(S(=O)(=O)N3CCOCC3)c(Cl)cc2Cl)CC1 | 10 | 4.8%
Cc1c(NC(=O)CSc2ccc(Cl)cc2)cccc1-c1nc2cc(Cl)ccc2o1 | -5 | 0.7%
CCn1c(CCNC(=O)c2cccs2)n[nH]c1=S | 1 | -2.9%
CCCC(=O)OCCNC(=O)c1cc2ccccc2oc1=O | 6 | 3.0%
O=C(/C=C/c1ccco1)Nc1cccnc1 | nt | 5.0%
Cc1nnc(SC(C)C)n(N)c1=O | 4 | 10%
Cn1c(C(=O)N2CCCC(C(=O)NCCc3ccccc3)C2)cc2sccc21 (stereo not given) | 44 | -0.6%
CN(C)c1nnnn1-c1ccc(Cl)cc1Cl | 7 | -2.8%
O=C(NCC1CCCO1)c1cccnc1NCc1ccc(F)cc1 (stereo not given) | -12 | 2.7%
Cc1ccc(SCc2cc(=O)[nH]c(N3CCN(Cc4ccc5c(c4)OCO5)CC3)n2)cc1 | -8 | -1.7%
CCOc1ccc(NS(=O)(=O)c2ccc(SC)cc2)cc1 | nt | 0.5%
COc1ccc(N(C(C)C(=O)N2CCC(Cc3ccccc3)CC2)S(C)(=O)=O)cc1 (stereo not given) | 8 | 3.0%
CCn1c(SCC(=O)c2ccccc2)nnc1-c1cc2cc(Br)ccc2o1 | 11 | -4.9%
Cc1ccc2nc(NC(=O)CN3CCOCC3)sc2c1 | nt | -5.0%
Cc1nn(C(C)C(=O)NNC(=S)Nc2ccc(F)cc2)c(C)c1[N+](=O)[O-] (stereo not given) | -2 | -1.5%
C=CCn1c(SCC(=O)N(C)C2CCS(=O)(=O)C2)nc2ccccc2c1=O (stereo not given) | nt | 1.3%
CC1CC(C)CN(C(=O)CSc2nnc(CSc3ncccn3)n2C)C1 (stereo not given) | 51 | 3.7%
Cc1c(NC(=O)N2CCCCCC2)c(=O)n(-c2ccccc2)n1C | 1 | 0.3%
CCn1c(C)nc2cc(C(=O)N/N=C/c3ccc(N4CCOCC4)cc3)ccc21 | -10 | 7.2%
COc1ccc(NS(=O)(=O)c2ccc(NC(=S)NC(=O)/C=C/c3ccc(C)cc3)cc2)nn1 | -11 | 4.3%

Four entries from above in another layout.
Under each structure: Mtb RmlCD inh, M. tuberculosis GlmU
> CCCC(=O)OCCNC(=O)c1cc2ccccc2oc1=O
→ 6, 3.0%
> Cc1ccccc1-n1c(=O)[nH]c(=O)c2c(N)c(C(=O)c3ccc(Cl)cc3)sc21
→ -6, -4.2%
> Nc1nc(-c2ccco2)nn1C(=O)c1ccccc1
→ nt, -6.8%
> O=C(CCn1c(=O)oc2ccccc21)N1CCN(c2ccccc2F)CC1
→ nt, -8.4%

(cont.)
SMILES | Mtb RmlCD inh | M. tuberculosis GlmU
CNc1nc(Cl)c(SC)c(NC2CCCCC2)n1 | 13 | -2.5%
CN(C)S(=O)(=O)c1cc([N+](=O)[O-])ccc1N1CCCCCC1 | -7 | 8.6%
Cc1ccc(N=Nc2c(C)[nH][nH]c2=O)c(C)c1 | nt | -2.4%
N/C(=N\NS(=O)(=O)c1cc(C(F)(F)F)cc(C(F)(F)F)c1)c1ccccn1 | -5 | -0.3%
O=c1cc(C(F)(F)F)[nH]c2ccccc12 | nt | -4.1%
COCCN(Cc1ccccc1)P(=O)(O)c1ccccc1OCC(=O)O | -2 | 2.8%
Cc1cccc(N(C2C=CS(=O)(=O)C2)S(=O)(=O)c2ccccc2)c1 (stereo not given) | 8 | 0.6%
Fc1ccccc1C1CCN(Cc2nc(CC3CC3)no2)C1 (stereo not given) | nt | -1.8%
CCc1ccc(O)c(N=Cc2ccccc2O)c1 | -8 | -2.2%
Cc1[nH]c2ccccc2c1/C=N/Nc1ccc(F)cc1F | nt | -6.0%
Cc1ccc(NC(=O)c2ccc(Cl)cc2[N+](=O)[O-])nc1 | nt | 4.8%
CN1CCN(C(=O)C2C3C=CC(C3)C2C(=O)O)CC1 (stereo not given) | 9 | 6.8%
O=c1cc(CSc2nnnn2-c2ccccc2)nc(Nc2ccc(F)cc2)[nH]1 | nt | -7.3%
COc1ccc(OC)c(C2=C[N+](=O)C(C)(C)C(C)(C)N2[O-])c1 | -9 | 2.2%
O=c1[nH]c2ccc(N/C(=N/S(=O)(=O)c3ccccc3)c3ccccc3)cc2[nH]1 | 8 | 2.1%
Oc1ccc(C(=S)N2CCN(Cc3ccccc3)CC2)cc1 | -10 | 2.0%
O=C(CSC1c2ccccc2-c2ccccc21)N/N=C/c1ccccc1C(=O)O | nt | -1.6%
COc1ccc(/C=N/NC(=O)C(=O)NCC2CCCO2)cc1 (stereo not given) | nt | 2.1%
C=CCN1c2ccccc2[C@]23C[C@@H](C(=O)OC)N(C(=O)OCC)C2=NC(C(=O)OC)=C(C(=O)OC)[C@H]13 | nt | 7.0%
Cn1cnnc1SCC(=O)NNC(=O)c1ccc(Cl)cc1 | -4 | -2.0%

4 structures from above, ordered by formula weight, low to high.
SMILES | Mtb RmlCD inh | M. tuberculosis GlmU
COc1ccc(/C=N/NC(=O)C(=O)NCC2CCCO2)cc1 (stereo not given) | nt | 2.1%
Cn1cnnc1SCC(=O)NNC(=O)c1ccc(Cl)cc1 | -4 | -2.0%
O=C(CSC1c2ccccc2-c2ccccc21)N/N=C/c1ccccc1C(=O)O | nt | -1.6%
C=CCN1c2ccccc2[C@]23C[C@@H](C(=O)OC)N(C(=O)OCC)C2=NC(C(=O)OC)=C(C(=O)OC)[C@H]13 | nt | 7.0%

(further entries)
SMILES | Mtb RmlCD inh | M. tuberculosis GlmU
CCOC(=O)Cc1csc(NC(=O)Cn2c(=O)oc3ccccc32)n1 | 8 | 2.8%
CN(Cc1ccco1)C(=O)c1c[nH]c2ccc(S(=O)(=O)Nc3ccc4c(c3)OCCO4)cc2c1=O | nt | 3.3%
Cc1ccc(-c2nnn(CC(=O)N(Cc3ccccc3)C(C(=O)NC3CCCC3)c3ccncc3)n2)o1 (stereo not given) | -5 | 4.4%
CC(C)C(OC(=O)c1oc2ccccc2c1CSC1CCCCC1)C(=O)NC(N)=O (stereo not given) | -7 | 1.2%
O=C1c2ccccc2C(=O)N1CCc1nn[nH]n1 | -6 | 3.1%
Cc1c(CN(C)Cc2cn(C)nc2-c2ccccc2F)[nH]c2ccccc12 | 6 | 2.2%
O=C(c1cccc(C(F)(F)F)c1)C1CCCN(Cc2ncc[nH]2)C1 (stereo not given) | -4 | -2.6%
c1ccc2c(CN3CCN(C4CCCCC4)CC3)c[nH]c2c1 | 13 | -2.6%
CCNC(=O)COC(=O)c1ccc(NS(=O)(=O)c2ccc3c(c2)OCCO3)cc1 | 10 | -3.1%
OC(COc1cccc2ccccc12)CN1CCN(c2ccccn2)CC1 (stereo not given) | nt | -7.5%

Exported with each value named: part of the list above
CCNC(=O)COC(=O)c1ccc(NS(=O)(=O)c2ccc3c(c2)OCCO3)cc1
  Mtb RmlCD inh: 10	M. tuberculosis GlmU: -3.1%
CCOC(=O)Cc1csc(NC(=O)Cn2c(=O)oc3ccccc32)n1
  Mtb RmlCD inh: 8	M. tuberculosis GlmU: 2.8%
c1ccc2c(CN3CCN(C4CCCCC4)CC3)c[nH]c2c1
  Mtb RmlCD inh: 13	M. tuberculosis GlmU: -2.6%
O=C1c2ccccc2C(=O)N1CCc1nn[nH]n1
  Mtb RmlCD inh: -6	M. tuberculosis GlmU: 3.1%

Remaining list, next part
SMILES | Mtb RmlCD inh | M. tuberculosis GlmU
CC(c1ccccc1)N1CNc2c(c(=O)n(C)c(=O)n2C)C1 (stereo not given) | nt | 0.2%
C=CCn1c(=O)c2ccccc2n2c(SCc3cc(=O)n4ccsc4n3)nnc12 | nt | 5.2%
O=C(c1cc(-c2cccc(O)c2)on1)N1CCOCC1 | -4 | 2.6%
CCSc1ncc(Cl)c(C(=O)N(Cc2ccc(N(C)C)cc2)C2CCS(=O)(=O)C2)n1 (stereo not given) | -2 | -0.5%
CC1Oc2ccccc2C=C1/C=N/Nc1ccc(C(=O)O)cc1 (stereo not given) | -4 | 4.4%
CCC(C)NC(=O)COC(=O)c1ccccc1OCC(=O)Nc1ccc(Br)cc1 (stereo not given) | 3 | -7.5%
CCN(CC)C(=S)SC1CCCCN(C(=O)c2ccccc2)C1=O (stereo not given) | 0 | -5.3%
COc1ccc(NCC(=O)n2c(C)c(C)c3ccccc32)cc1 | -1 | 4.6%
CC(C)c1ccc(CNc2cc(N3CCCC3)ccc2[N+](=O)[O-])cc1 | 8 | -6.3%
COc1ccc([N+](=O)[O-])cc1NC(=O)C(C)N1CCN(C(=O)c2ccco2)CC1 (stereo not given) | -1 | 4.8%
Cn1c(Cn2c(=O)sc3ccccc32)nnc1SCC(=O)Nc1ccccc1 | 4 | -2.2%

From PubChem BioAssay
